# Screening results as filed in PubChem.
# Bcl-xL primary – blocks human Bcl-xL binding to Bim BH3 peptide; GST-Bcl-xL / FITC-Bim BH3 peptide fluorescence polarization; inhibition, % at 10.9 µM; actives 0.7% (n = 320,000);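 active means inhibition above the mean of all tested compounds plus 3 SD, cutoff set per campaign, cut at about 30% in these data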;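 further: 0% = DMSO wells and 100% = unlabeled Bim-BH3 peptide competitor; inhibitors lower millipolarization by displacing the labeled peptide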
# Fam108B counter – counter-screen for RBBP9 inhibitors: inhibitors of mouse Fam108B; AID 1947; actives 0.33% (n = 300,000); recombinant Fam108B, FP-Rh probe fluorescence polarization; inhibition, % at 9.51 µM;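 active means inhibition above the screen mean inhibition plus 3 SD, computed separately per campaign, cut at about 18% in these data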;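 further: inhibitors lower polarization as less probe binds the enzyme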
# MEX-5 binding – C. elegans MEX-5 TCR-2 RNA binding activity | MEX-5/FITC-TCR2 RNA binding, fluorescence polarization; stronger effect = lower value | actives 0.38% (n = 300,000) | Q9XUB2 | activity score (negative = inhibition of binding), % at 10 µM;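 active means inhibition past about -25% in most replicates, and total fluorescence under double the plate's negative control median, limit read from the data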;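 further: 0% = DMSO and -100% = 5 µM competing unlabeled TCR2 RNA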
# PAD4 FP inh – PAD4 (human) enzyme inhibition; Q9UM07; recombinant PAD4, RCA probe fluorescence polarization; inhibition, % at 6.36 µM; actives 0.41% (n = 330,000);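 active means percent inhibition above a cutoff equal to the mean of all tested compounds plus 3 SD, cut at about 15% in these data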;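 further: 0% = PAD4 with RCA probe and DMSO and 100% = probe without PAD4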
# GLD-1 TGE inh – GLD-1-TGE RNA interaction inhibition (C. elegans); Q17339; actives 0.44% (n = 320,000); inhibition, % at 5.96 µM; purified GLD-1 + fluorescein TGE RNA, fluorescence polarization; AID 2280;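 active means percent inhibition above a per-plate cutoff, the plate mean of test compounds plus 3 SD, cut at about 30% in these data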;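 further: 0% = DMSO wells with GLD-1 and probe and 100% = wells lacking GLD-1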
# Target sequence (Q17339 whole entry, looked up): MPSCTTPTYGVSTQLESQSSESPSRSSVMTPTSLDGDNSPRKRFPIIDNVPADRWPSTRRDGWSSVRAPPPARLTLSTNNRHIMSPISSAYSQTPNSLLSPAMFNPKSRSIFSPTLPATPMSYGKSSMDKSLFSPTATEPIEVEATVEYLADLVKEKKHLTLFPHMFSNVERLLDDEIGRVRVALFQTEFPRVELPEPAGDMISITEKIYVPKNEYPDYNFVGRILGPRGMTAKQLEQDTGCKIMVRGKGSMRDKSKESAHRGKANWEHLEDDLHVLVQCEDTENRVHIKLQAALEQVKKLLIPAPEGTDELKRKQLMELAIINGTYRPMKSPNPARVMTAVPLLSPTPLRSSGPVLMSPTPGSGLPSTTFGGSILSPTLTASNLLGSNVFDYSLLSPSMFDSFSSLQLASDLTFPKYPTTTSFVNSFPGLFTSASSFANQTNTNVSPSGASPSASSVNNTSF
# PME-1 primary – blocks human protein phosphatase methylesterase 1 | inhibition, % at 5.9 µM | Q9Y570 | recombinant PME-1, FP-Rh probe fluorescence polarization | actives 0.53% (n = 320,000) | AID 2130;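 active means inhibition above the campaign mean of all compounds plus 3 SD, cut at about 26% in these data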;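 further: competitive labeling of PME-1 active site by serine hydrolase directed probe; 0% = PME-1 with DMSO and 100% = wells lacking PME-1 enzyme; inhibitors block probe labeling so polarization falls and inhibition rises; many of its hits are not listed in these tables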
# Target sequence (Q9Y570 whole entry, looked up): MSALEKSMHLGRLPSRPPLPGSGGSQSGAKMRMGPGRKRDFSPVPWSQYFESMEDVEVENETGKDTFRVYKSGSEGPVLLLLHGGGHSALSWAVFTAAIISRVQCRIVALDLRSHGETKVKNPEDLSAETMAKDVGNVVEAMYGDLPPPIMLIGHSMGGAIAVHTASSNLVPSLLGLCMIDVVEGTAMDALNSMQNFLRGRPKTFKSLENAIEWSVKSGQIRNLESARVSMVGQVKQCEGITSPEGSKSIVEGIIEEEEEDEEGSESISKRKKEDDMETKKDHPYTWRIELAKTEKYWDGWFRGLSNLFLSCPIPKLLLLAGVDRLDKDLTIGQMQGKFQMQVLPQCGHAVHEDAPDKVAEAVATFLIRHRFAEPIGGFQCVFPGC
# MCL1-BIM inh – inhibitors of human MCL1 binding to BIM-BH3 peptide | Q07820 | GST-MCL1 / FITC-Bim-BH3 fluorescence polarization | inhibition, % at 10.9 µM | actives 0.68% (n = 320,000) | AID 2057;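 active means inhibition above the mean inhibition of all tested compounds plus 3 SD, set per campaign, cut at about 40% in these data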;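 further: 0% = DMSO wells and 100% = unlabeled Bim-BH3 peptide control; higher means more loss of mP so more displacement of Bim peptide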
# TPT1 inh – inhibitors of Candida albicans tRNA 2'-phosphotransferase TPT1. recombinant caTPT1, FP RNA substrate dephosphorylation. inhibition, % at 5 µM. actives 0.81% (n = 300,000);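 active means inhibition above the mean of all tested compounds plus 3 SD, set per screening campaign, cut at about 24% in these data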;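 further: plate controls were DMSO alone for no effect and ferristatin control at 100 nM for full effect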
# GSTO1 inh – counter-screen for RBBP9 inhibitors: inhibitors of human GSTO1; recombinant GSTO1, activity-based probe fluorescence polarization; actives 1.1% (n = 300,000); P78417; AID 1974; inhibition, % at 5.96 µM;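 active means inhibition above the campaign mean inhibition plus 3 SD, cut at about 35% in these data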;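 further: 0% = GSTO1-1 with DMSO and 100% = wells lacking GSTO1-1 enzyme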
# Starred values were filed as active, the others as inactive; . = not tested or not shown. The list is partial; count on the stated rates, not on these rows.
canonical_smiles	Bcl-xL primary	Fam108B counter	MEX-5 binding	PAD4 FP inh	GLD-1 TGE inh	PME-1 primary	MCL1-BIM inh	TPT1 inh	GSTO1 inh
COc1ccc(Cl)cc1NC(=O)C/C(C)=N/NC(=O)C(=O)NCc1ccccc1	2	1	-1.6	0	8	2	2	3	-10
Cc1nc(NCCc2ccccc2)c2nnn(Cc3ccccc3)c2n1	3	4	0.2	-8	6	-1	-10	3	9
COc1ccc(/C=N\NC(=O)c2ccccc2Cl)cc1COc1c(F)c(F)c(F)c(F)c1F	-2	-18	1.7	-1	3	-10	-1	-1	-5
O=C(CC12CC3CC(CC(C3)C1)C2)N/N=C/c1ccc([N+](=O)[O-])o1	10	9	0.9	-10	4	8	25	3	19
Cc1ccc(OCC(=O)N(C)CC(=O)Nc2ccc(F)c(F)c2F)cc1	-1	0	0.5	-1	7	0	-1	4	-6
O=C(c1cc(=O)c2ccccc2o1)N1CCN(c2ccccc2F)CC1	2	-8	-3.0	2	0	-5	-4	-1	2
COc1cc2c(cc1NC(=O)c1ccncc1)oc1ccccc12	-3	0	-4.0	-4	1	-8	-6	-3	4
CCOC(=O)C1=C(c2ccccc2)Nc2ncnn2C1c1ccccn1 (stereo not drawn)	1	4	0.1	0	-1	-6	2	7	-2
COc1cccc(NC(=S)N2CCC(c3ccc(C)cc3)C2)c1 (stereo not drawn)	3	5	-1.4	0	-1	-1	-4	2	0
Cc1ccc(NC(=S)NNC(=O)c2nnn(-c3ccccc3)c2C)cc1	4	-3	1.3	1	1	6	-3	-2	0
CCC(=O)c1ccc(OCc2ccccc2)c(OC)c1	4	-3	0.4	-1	1	1	0	-2	5
Cc1ccc2c(c1)/C(=C/c1ccc(F)cc1)C(=O)N2	5	3	-1.3	-1	6	3	0	1	-1
Cc1cccc(-n2cc(C#N)c(=O)[nH]c2=O)n1	4	5	0.8	1	4	1	17	0	4
CCOC(=O)c1c(N)sc(C(O)(C(F)(F)F)C(F)(F)F)c1-c1ccc(F)cc1	-5	1	1.5	0	21	15	-6	-2	-4
CCCCN(C(=O)C1=COCCO1)c1c(N)n(CCC)c(=O)[nH]c1=O	12	1	-2.3	2	10	-1	11	-2	3
O=C(NC1CCCCCC1)C1c2ccccc2C(=O)N1CCCN1CCOCC1 (stereo not drawn)	-1	-4	0.3	-7	0	-5	-1	-7	1
C/C(=N/NS(=O)(=O)c1ccc(C)cc1C)c1ccc2c(c1)OCO2	4	2	1.5	-6	3	1	9	-1	2
COc1ccccc1C(=O)CSc1nccn1C	1	2	0.2	1	6	-1	2	-2	-1
NC(=O)c1ccccc1OCC(=O)Nc1ccc2c(c1)CCC2	-8	.	.	-1	0	-7	-9	.	.
O=C(Nc1cnc2ccccc2c1)c1cccc(-n2cnnn2)c1	7	-2	-3.8	1	-3	2	-1	1	0
Cc1ccc(-c2csc(NC(=O)Cc3cccs3)n2)cc1C	3	-2	1.3	-1	-1	-6	0	-1	2
CC(=O)N1c2ccc(S(=O)(=O)NCCC(=O)NCCc3cccc(C)c3)cc2CC1C (stereo not drawn)	0	0	-1.3	-2	3	7	4	0	2
COc1ccc(C(=O)NCC(=O)NCC(=O)OCc2ccc(Br)cc2)cc1	0	1	-1.2	1	5	7	3	-4	6
COCCn1c(C)cc(C(=O)COC(=O)c2cccc(O)c2)c1C	5	1	0.6	-1	3	0	2	0	11
O=C(NC(=S)Nc1ccccc1C(=O)O)c1cncc(Br)c1	-1	1	-1.6	2	-2	-3	-16	-2	-2
CCOC(=O)c1cccc(NC(=O)CSc2nc3ccccc3c(=O)n2CC)c1	1	0	-0.1	0	5	5	2	2	0
Cc1ccc(-c2csc3ncn(Cc4ccc(C(=O)O)cc4)c(=O)c23)cc1C	1	-1	-2.0	-3	2	-15	2	-1	-2
COC(=O)COc1ccc(S(=O)(=O)NCc2ccncc2)cc1	9	1	-3.5	-3	8	1	6	-2	3
OCCOCCn1c(C2CCCN2c2nc(-c3ccc(F)cc3)cs2)nc2cc(C(F)(F)F)ccc21 (stereo not drawn)	2	-1	-0.2	8	-3	9	4	0	8
Cc1ccc(S(=O)(=O)N2CCC(C(=O)NNC(=O)c3ccccc3O)CC2)cc1	5	2	-0.9	2	-2	7	7	1	-1
CSc1ccc(C2=CC(=O)C[C@H](c3ccc(Cl)cc3)C2)cc1	2	.	.	-2	3	2	0	.	.
O=C(CCCSc1nc2ccccc2[nH]1)Nc1ccccc1	-2	2	0.8	0	3	0	-5	2	2
Cc1ccc(C(=O)OCC(=O)NCc2ccco2)cc1	5	-5	-1.3	-3	2	3	2	-1	6
c1ccc(-c2nn3c(-c4ccccc4)nnc3s2)cc1	4	-4	-0.7	3	2	0	8	2	-2
COc1ccc(C2CC(C)(c3ccc(OC)cc3)Nc3ccccc3N2)cc1 (stereo not drawn)	6	3	-2.2	1	7	6	1	0	-1
CC(C)c1ccc(SCc2noc(C(=O)NCC3CCCO3)c2C(=O)O)cc1 (stereo not drawn)	6	0	-1.8	2	2	0	4	-2	-2
COc1ccc(Nc2c3c(nc4ccc(C)cc24)CCC3)cc1	4	-1	1.2	1	-9	-15	0	2	4
COc1cc(NC(=O)CCN2C(=O)NC3(CCCC3)C2=O)c(OC)cc1Cl	7	.	.	-1	-2	3	5	.	.
O=C(Nc1nnc(-c2ccc(Br)cc2)o1)C1=COCCO1	2	-1	0.5	0	8	5	2	-2	9
Fc1ccc(-c2nnc(CSc3nnc4ccccn34)o2)cc1	2	7	-1.7	0	-7	5	0	2	-1
CC(C)n1cc(NC(=O)C2CC(c3cccc(Br)c3)=NO2)cn1 (stereo not drawn)	3	2	1.2	0	9	1	13	-2	-4
C=CCn1cc(C(=O)NCCCN(CC)CC)c(=O)c2cc(S(=O)(=O)N3CCC(C)CC3)ccc21	2	-5	1.0	0	1	9	1	-2	-2
COc1ccc(-n2nc(C(=O)O)c3ccccc3c2=O)c(OC)c1	3	-6	-5.1	2	7	0	-5	-1	-6
CNC(=O)CSc1cn(CC(=O)N(C(C)C)C(C)C)c2ccccc12	-9	-2	-2.9	-1	5	9	-4	1	-4
Cc1cnn(C(=O)c2oc3ccccc3c2C)c1	3	3	0.7	-2	1	1	4	1	3
COc1ccc(NC(=O)c2sc3nc(Cc4ccccc4)cc(C(F)(F)F)c3c2N)cc1OC	-10	0	1.1	1	4	11	-31	5	3
O=C(Nc1cccc(Cl)c1)N(Cc1nc2ccccc2c(=O)[nH]1)Cc1cccs1	2	-2	2.1	0	4	0	4	3	4
COCCN1C(=O)N[C@@H](c2cccs2)C(C(C)=O)=C1C	-1	3	-6.9	3	1	-2	0	-1	0
O=C(CCC1CCCN(C(=O)c2ccoc2)C1)NCc1ccccc1F (stereo not drawn)	7	2	0.5	1	2	-1	6	0	0
Cn1c(SC2CCCCC2=O)nnc1-c1ccccc1F (stereo not drawn)	-9	0	-0.3	-6	0	2	-8	-2	-4

# Continued.
canonical_smiles	Bcl-xL primary	Fam108B counter	MEX-5 binding	PAD4 FP inh	GLD-1 TGE inh	PME-1 primary	MCL1-BIM inh	TPT1 inh	GSTO1 inh
CN(CC(=O)Nc1ccc(F)c(F)c1F)C(=O)C1CSC2(C)CCC(=O)N12 (stereo not drawn)	2	.	.	-3	-5	-1	4	.	.
Cc1ccccc1-n1ccnc1SCC(=O)NCC1CCCO1 (stereo not drawn)	-1	-2	0.8	1	3	2	1	-2	-12
COc1ccc(C(=O)Nc2ccc(C(=O)NCC3CCCO3)cc2)c(OC)c1OC (stereo not drawn)	6	2	0.2	2	0	-5	10	-4	5
Cc1cc(Nc2ccc(O)cc2)n2c(nc3ccccc32)c1C#N	17	-4	0.6	-2	6	-2	-3	1	2
COc1ccc(OCC(=O)Nc2nnc(C)s2)cc1	-2	2	-0.6	4	3	-9	-22	-3	5
O=C(NCc1ccc2c(c1)OCO2)C1CCCN(S(=O)(=O)c2cccs2)C1 (stereo not drawn)	10	3	3.6	1	2	5	11	0	13
OC1CCCN(CC(O)COc2ccc(-c3ccccc3)cc2)C1 (stereo not drawn)	3	0	-0.6	-3	-4	-1	4	-2	4
COc1ccccc1CNC(=O)C/C(C)=N/NC(=O)COc1ccc(C)cc1Br	0	1	5.0	1	-20	-3	0	12	-5
CCCCC(CC)C(=O)NCC(C)NC(=O)C(CC)CCCC (stereo not drawn)	-3	2	0.6	-1	0	2	5	1	-2
O=C(O)c1ccccc1N=N/C(=N/Nc1cc(S(=O)(=O)O)ccc1O)c1ccccc1	18	.	.	4	13	14	62*	.	.
Cc1nc(-c2ccc(S(=O)(=O)Oc3ccccc3Cl)s2)cs1	5	-10	1.4	-4	3	-3	5	-3	-10
Cc1cc(N/N=C/c2ccccc2F)nc(NCc2ccccc2)n1	4	-1	-5.4	1	5	-3	8	-2	-2
CCN(CC(=O)NCc1ccccn1)S(=O)(=O)c1ccc(Cl)cc1	1	3	-0.3	-7	0	-6	7	2	4
COc1ccc(NC(=O)CN(C)C(=O)C(C)Sc2ccccc2)cc1 (stereo not drawn)	3	3	0.2	1	0	-4	10	-2	0
COC(=O)c1cc(S(=O)(=O)NCC2CCN(Cc3ccc(F)cc3)CC2)cn1C	8	2	1.4	-1	-2	-1	4	-1	1
O=C(Cc1ccsc1)N1CCN(S(=O)(=O)c2cccc(F)c2)CC1	-5	-4	-0.2	5	2	1	-5	-3	6
CC(C)(C)C1CCC(=NNC(=O)CN(c2ccccc2)S(=O)(=O)c2ccccc2[N+](=O)[O-])CC1 (stereo not drawn)	3	1	0.8	-3	-1	-4	5	2	6
COc1cc(OC)cc(C(=O)Nc2ccccc2NC(C)=O)c1	-4	-6	-0.6	3	7	-11	-4	-5	2
Cc1cnc(NC(=O)CSc2c(Cl)cccc2Cl)s1	5	-2	1.2	-4	-8	-6	7	2	3
O=C(CSc1ccc2nnc(-c3cccnc3)n2n1)NCC1CCCO1 (stereo not drawn)	6	-1	-2.1	-1	3	-3	7	-4	9
COC(=O)c1sccc1NC(=S)N(C)C1CCCCC1	2	5	-0.2	2	-3	1	6	-2	2
COc1ccccc1/C=C/c1nc2ccc(OC(C)=O)cc2c(=O)o1	4	0	-2.0	1	6	0	-3	-1	1
CC1(C)CC(=O)C2=C(C1)NC(=O)CC2c1cc2c(cc1Br)OCO2 (stereo not drawn)	1	-1	-0.7	7	3	0	2	-3	4
O=C(CSc1nnc(CNC(=O)c2ccccc2F)o1)NC1CCCCC1	-2	2	.	4	-5	5	-4	1	4
COC(=O)c1ccc(COc2ccc(C3C4=C(CCCC4=O)Nc4onc(C)c43)cc2)cc1 (stereo not drawn)	4	4	2.0	-1	-5	3	2	-1	-4
CCCCNC(=S)N(C)/N=C/c1ccccc1C(=O)O	2	3	1.4	0	2	-1	3	0	7
Cc1ccc(NC(=O)CN(C)C(=O)c2cccc(S(=O)(=O)NCc3ccccc3)c2)cc1	7	0	-0.2	1	5	0	2	-1	0
